G9a inh = G9a (human) methyltransferase inhibition | Q96KQ7 | G9a H3K9 monomethylation, AlphaScreen, 2 h | Potency, µM (top dose mostly 102 µM), for the others: at the highest dose activity, negative = inhibition, actives largely listed as inhibitors | 8.8% of 350,000 active | AID 504332; active = well fitted inhibition curve with a large enough effect; inconclusive = small, poorly fitted or top-dose-only effect; inactive = no such curve, though single readings can be large or run the other way; also: nearly all actives have a fitted effect of over 75% in size
Target sequence (Q96KQ7 913-1193 limits assumed): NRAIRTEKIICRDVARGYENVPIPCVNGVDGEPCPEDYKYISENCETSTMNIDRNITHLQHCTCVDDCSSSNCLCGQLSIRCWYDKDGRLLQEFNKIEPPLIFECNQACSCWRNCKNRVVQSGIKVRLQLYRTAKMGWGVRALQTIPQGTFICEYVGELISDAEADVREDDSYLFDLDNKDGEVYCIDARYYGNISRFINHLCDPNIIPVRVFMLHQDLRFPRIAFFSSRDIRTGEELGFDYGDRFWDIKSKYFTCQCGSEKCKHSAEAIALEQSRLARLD
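Chemiluminescent proximity detection of H3K9 monomethylation, read after 10 min bead incubation in the dark. Reaction: 20 nM G9a, 500 nM biotin-H3K9 peptide, 20 uM SAM cofactor, 2 h, room temperature, following 15 min enzyme-compound preincubation.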
Starred values were filed as active, the others as inactive; ? = inconclusive; & = joins results of further samples; [ ] = dose if it differs, or a comment. % is scaled to controls: 0 for no effect and ±100 for the full control effect; potency is read from the fitted curve at half-maximal effect. A portion of the library. The share of hits here may be higher or lower than overall.

SMILES | G9a inh
CC(=O)OCC(N)C(=O)c1ccccc1 (stereo unspecified) | ?
NCC(CS(=O)(=O)O)c1ccc(Cl)cc1 (stereo unspecified) | 7%[59 µM]
O=C1C=C2C(=CCOC2O)O1 (stereo unspecified) | -41%[2.33 µM]
CCCN1C[C@H](C)N([C@H](c2ccc(C(=O)N(CC)CC)cc2)c2cccc(OC)c2)C[C@H]1C | 7%[59 µM]
CN1[C@@H](C[C@@H](O)c2ccccc2)CCC[C@@H]1C[C@H](O)c1ccccc1 | 18%[21.5 µM]
CCC[C@@](C)(COC(N)=O)COC(=O)NC(C)C | 19%[21.5 µM]
CC(C)CN1CCCC2(CCN(C(=O)c3ccncc3)CC2)C1 | -7%[12.7 µM]
O=C(Nc1cccc(F)c1)N1CCC2(CC1)CCN(C(=O)Oc1ccccc1)CC2 | -3%[12.7 µM]
O=C(Oc1ccccc1)N1CCC2(CCCN(Cc3nccs3)C2)CC1 | -8%[12.7 µM]
C[C@H](NC(=O)[C@@H](N)Cc1ccc(O)cc1)C(=O)NCC(=O)N(C)[C@@H](Cc1ccccc1)C(=O)N[C@H](CO)CCS(C)=O (stereo partly specified) | 21%[59 µM]

The closing two records of the part above come first, to join the parts:
SMILES | G9a inh
O=C(Oc1ccccc1)N1CCC2(CCCN(Cc3nccs3)C2)CC1 | -8%[12.7 µM]
C[C@H](NC(=O)[C@@H](N)Cc1ccc(O)cc1)C(=O)NCC(=O)N(C)[C@@H](Cc1ccccc1)C(=O)N[C@H](CO)CCS(C)=O (stereo partly specified) | 21%[59 µM]
CC[N+](CC)(CCCNC1=CC(=O)C(NCCC[N+](CC)(CC)Cc2ccccc2)=CC1=O)Cc1ccccc1 | 21%[59 µM]
CC(=O)N1CC[N+](C)(C)CC1 | -3%[59 µM]
CNCC/C=C/c1cccnc1 | ?
CCCCCCCCCCCCCCCCOC[C@@H](O)COP(=O)([O-])OCC[N+](C)(C)C | 26%[59 µM]
CN1Cc2c(ccc3c2OCO3)[C@@H]2[C@@H](O)Cc3cc4c(cc3[C@@H]21)OCO4 | 21%[21.5 µM]
c1ccc(C2CNCc3ccccc32)cc1 (stereo unspecified) | 21%[59 µM]
c1ccc(N2CC3(CCNCC3)C2)nc1 | -8%[12.7 µM]
CCCCCCCCCCCCCC(=O)O[C@@H]1[C@@H](C)[C@@]2(O)[C@H](C=C(CO)C[C@]3(O)C(=O)C(C)=C[C@@H]23)[C@@H]2C(C)(C)C12OC(C)=O (stereo partly specified) | 9%[59 µM]
CC(C)NC(=O)N1CCC2(CCNCC2)CC1 | 6%[12.7 µM]
CC(=O)[C@@H]1CC[C@H]2[C@H]3CC[C@H]4C[C@@H](O)CC[C@]4(C)[C@@H]3C(=O)C[C@@]12C | 22%[21.5 µM]
CC1=C(O)C(=O)C=C2C1=CC=C1[C@]2(C)CC[C@@]2(C)C3C[C@](C)(C(=O)O)CC[C@@]3(C)CC[C@@]12C (stereo partly specified) | ?
CC1O[C@@H](OC2CC[C@@]3(C=O)C4CC[C@]5(C)C(C6=CC(=O)OC6)CC[C@@]5(O)C4CC[C@]3(O)C2)C(O)C(O)C1O (stereo partly specified) | -30%[2.33 µM]
CC1C(=O)OC2C(O)C34C5OC(=O)[C@@]3(OC3OC(=O)[C@H](O)[C@]34C(C(C)(C)C)C5O)[C@]12O (stereo partly specified) | -11%[2.33 µM]
O[C@@H]1CCCN2C[C@@H](O)[C@@H](O)C12 (stereo partly specified) | 39%[59 µM]
NC(N)=NCCCCCCCCCCN=C(N)N | -1%[59 µM]
CN1CCCC2(CCN(C(=O)c3ccncc3)CC2)C1 | -23%[12.7 µM]
Clc1ccc(C2CC3CCC2N3)cn1 (stereo unspecified) | 41%&-2%[59 µM]
CO/C1=C\C(C)=C\[C@@H](C)[C@@H](O)[C@@H](C)C/C(C)=C/C=C\[C@H](OC)C([C@@H](C)[C@@H](O)[C@H](C)[C@@]2(O)C[C@@H](O)[C@H](C)C(C(C)C)O2)OC1=O (stereo partly specified) | 12%[2.33 µM]
CN1CCCC2(CCN(C(=O)Oc3ccccc3)CC2)C1 | 9%[12.7 µM]
CCC(=O)OC1CCC2C3CCC4=CC(=O)CC[C@@]4(C)C3CC[C@]12C (stereo partly specified) | -42%[2.33 µM]

An excerpt of these results, as a markdown table:
| SMILES | G9a inh |
| --- | --- |
| CC1C(=O)OC2C(O)C34C5OC(=O)[C@@]3(OC3OC(=O)[C@H](O)[C@]34C(C(C)(C)C)C5O)[C@]12O (stereo partly specified) | -11%[2.33 µM] |
| O[C@@H]1CCCN2C[C@@H](O)[C@@H](O)C12 (stereo partly specified) | 39%[59 µM] |
| CC(C)CN1CCCC2(CCN(C(=O)c3ccncc3)CC2)C1 | -7%[12.7 µM] |
| O=C(Nc1cccc(F)c1)N1CCC2(CC1)CCN(C(=O)Oc1ccccc1)CC2 | -3%[12.7 µM] |
| CC(=O)N1CC[N+](C)(C)CC1 | -3%[59 µM] |

(cont.)
SMILES | G9a inh
CCC(Oc1ccc(Cl)cc1)C(=O)OC1CC2CCC(C1)N2C (stereo unspecified) | 13%[59 µM]
CCCCC/C=C\C/C=C\C/C=C\C/C=C\CCCC(=O)NCCc1ccc(O)c(O)c1 | 11µM*
CN1C[C@H](C(=O)N[C@@]2(C)O[C@@]3(O)C4CCCN4C(=O)C(Cc4ccccc4)N3C2=O)C[C@H]2c3cccc4[nH]cc(c34)C[C@H]21 (stereo partly specified) | -9%[2.33 µM]
C=C[C@]12CN(C)[C@H]3C1[C@@]1(C(=O)Nc4ccccc41)[C@H]1C[C@H]2[C@H]3CO1 | 27%[21.5 µM]
CC[C@@H]1CN2CCc3cc(OC)c(OC)cc3[C@H]2C[C@@H]1C[C@H]1NCCc2cc(OC)c(OC)cc21 | 2%[21.5 µM]
C/C=C1/C[N@@+]2(C)CC[C@]34C(=C(C=O)[C@H]1C[C@H]32)Nc1ccccc14 | ?
CCCCC/C=C\C/C=C\C/C=C\C=C\[C@H](CCCC(=O)O)OO | 23%[59 µM]
C[C@@H]1O[C@H](C[N+](C)(C)C)C[C@@H]1O | 15%[59 µM]
CN[C@@H]1C[C@@]2(C)O[C@@H]([C@@H]1OC)n1c3ccccc3c3c4c(c5c6ccccc6n2c5c31)C(=O)NC4 | -5%[59 µM]
NC(=O)CNC(=O)[C@H](Cc1ccccc1)NC(=O)[C@H](CCCN=C(N)N)NC(=O)[C@@H](N)Cc1ccc(O)cc1 | 37%[59 µM]
O=C1C=CC(=O)c2c1ccc1c2ccc2ccccc21 | 5µM*
COc1cc2c3cc1Oc1cc(ccc1O)C[C@@H]1c4c(cc(OC)c(O)c4Oc4cccc(c4)C[C@H]3N(C)CC2)CC[N+]1(C)C | -1%[21.5 µM]
CCC1CN2CCC1CC2C(O)c1ccnc2ccc(OC)cc12 (stereo unspecified) | 6%[2.33 µM]
CCOC(OCC)P(=O)(O)CCCN | 35%[59 µM]
CN(C)C1C(=O)C(C(N)=O)=C(O)[C@@]2(O)C(=O)C3=C(O)c4c(O)cccc4[C@](C)(O)C3C(O)C12 (stereo partly specified) | ?
CN1CCc2cc3c(cc2[C@@H]1O)OCO3 | 11%[21.5 µM]
C[C@@]12CCC(=O)C[C@@H]1CC[C@@H]1[C@@H]2CC[C@]2(C)C(=O)CC[C@@H]12 | -41%[2.33 µM]
CC1=C(O)C(=O)[C@@H]2O[C@@H]2C1=O | ?
Cc1nn(C)c(C)c1-c1cccc2c1CCC(N(C)C)C2 (stereo unspecified) | 9%[59 µM]
C[C@@]12CC(=O)[C@H]3[C@@H](CCC4=CC(=O)CC[C@]43C)[C@H]1CCC2=O | 13%[21.5 µM]
CCCC[C@H]1C(=O)O[C@H](C)[C@H](NC(=O)c2cccc(NC=O)c2OC)C(=O)O[C@@H](C)[C@@H]1OC(=O)CC(C)C | 40%&9%[59 µM]
CCN1C[C@@]2(COC)[C@H]3[C@@H](OC)[C@H]4C1[C@@]3([C@H](OC)C[C@@H]2O)[C@H]1C[C@@]2(O)[C@@H](OC(=O)c3ccccc3)[C@@H]1[C@@]4(OC(C)=O)[C@H](O)[C@@H]2OC | 11%[21.5 µM]
Cc1ccc2cc3c(ccc4ccccc43)c3c2c1CC3 | ?
CCCCC/C=C\C=C\[C@H](CCCCCCCC(=O)O)OO | 7%[59 µM]
CN(C(=O)Cc1ccc(Cl)c(Cl)c1)C(CN1CCCC1)c1cccc(N=C=S)c1 (stereo unspecified) | 18µM*
CN1C2CCC1CC(OC(c1ccc(F)cc1)c1ccc(F)cc1)C2 (stereo unspecified) | 12%[59 µM]
CCN1C[C@]2(COC)CC[C@H](OC)[C@@]34C5C[C@@H]6[C@@H](OC)C[C@@]7(OCO[C@@]7([C@@H](O)C23)[C@@H]14)C5[C@H]6OC (stereo partly specified) | 48%[59 µM]
c1ccc2sc(C3(N4CCCC4)CCCCC3)cc2c1 | -4%[59 µM]
C[C@]12N[C@@H](Cc3ccccc31)c1ccccc12 | 16%&17%[21.5 µM]
COC(=O)[C@@]1(OC)C[C@@H]2O[C@@]1(C)n1c3ccccc3c3c4c(c5c6ccccc6n2c5c31)C(=O)N(C)C4 | -4%[12.7 µM]

The last six entries of the part above come first, to join the parts:
SMILES | G9a inh
CN(C(=O)Cc1ccc(Cl)c(Cl)c1)C(CN1CCCC1)c1cccc(N=C=S)c1 (stereo unspecified) | 18µM*
CN1C2CCC1CC(OC(c1ccc(F)cc1)c1ccc(F)cc1)C2 (stereo unspecified) | 12%[59 µM]
CCN1C[C@]2(COC)CC[C@H](OC)[C@@]34C5C[C@@H]6[C@@H](OC)C[C@@]7(OCO[C@@]7([C@@H](O)C23)[C@@H]14)C5[C@H]6OC (stereo partly specified) | 48%[59 µM]
c1ccc2sc(C3(N4CCCC4)CCCCC3)cc2c1 | -4%[59 µM]
C[C@]12N[C@@H](Cc3ccccc31)c1ccccc12 | 16%&17%[21.5 µM]
COC(=O)[C@@]1(OC)C[C@@H]2O[C@@]1(C)n1c3ccccc3c3c4c(c5c6ccccc6n2c5c31)C(=O)N(C)C4 | -4%[12.7 µM]
c1ccc(N=Nc2ccccc2)cc1 | -44%[2.33 µM]
CCCCCCCCCCCCCCCC(=O)OC[C@H](COP(=O)([O-])OCC[N+](C)(C)C)OC(C)=O | ?
S=C=NCc1ccccc1 | -34%[2.33 µM]
CC(C)CN1CC[C@@]2(CCCN(C(=O)Oc3ccccc3)C2)C1 | 6%[12.7 µM]
C=CCN1CC[C@]23c4c5ccc(O)c4O[C@@H]2C(=O)CC[C@]3(O)[C@H]1C5 | 0%[21.5 µM]
COc1ccc2c(c1)[C@@]13CCCCC1[C@@H](C2)N(C)CC3 (stereo partly specified) | -37%[2.33 µM]
CN1C2CC(OC(=O)C(CO)c3ccccc3)CC1C(O)C2 (stereo unspecified) | -38%[2.33 µM]
O=C(Nc1cccc(F)c1)N1CCCC2(CCN(C(=O)Oc3ccccc3)CC2)C1 | 3%[12.7 µM]
CC1OC(=O)C(C(C)C)NC(=O)C(C(C)C)OC(=O)C(C(C)C)NC(=O)C(C)OC(=O)C(C(C)C)NC(=O)C(C(C)C)OC(=O)C(C(C)C)NC(=O)C(C)OC(=O)C(C(C)C)NC(=O)C(C(C)C)OC(=O)C(C(C)C)NC1=O (stereo unspecified) | 17%[59 µM]
CC1(C)C(=O)C=C[C@@]2(C)C1=C(O)C(=O)[C@@]1(C)C2CC[C@@]2(C)C(c3ccoc3)C[C@H]3O[C@@]321 (stereo partly specified) | -29%[2.33 µM]
CC[C@@H]1/C=C/C=C/C[C@H](C)[C@@H](O)[C@](C)(O)C(=O)[C@H](C)[C@@H](O)[C@H](C)C(=O)[C@H](C)[C@@H](O)[C@H](C)/C=C/C(=O)O[C@H]2[C@@H](C)[C@@H](CC1)O[C@@]1(CC[C@@H](C)[C@@H](C[C@H](C)O)O1)[C@@H]2C | 7%[59 µM]
c1cncc([C@@H]2CCCCN2)c1 | -2%[21.5 µM]
CC1(C)C(O)CC(O)[C@]2(C)C1CC(=O)[C@]1(C)C2CC[C@@]2(C)C(c3ccoc3)OC(=O)C3OC321 (stereo partly specified) | 0%[2.33 µM]
CC(C)C(N)C(=O)OCCOCn1cnc2c(=O)[nH]c(N)nc21 (stereo unspecified) | -19%[2.33 µM]

Filtered by structure: those above with a COOH group (3)
SMILES | G9a inh
CC1=C(O)C(=O)C=C2C1=CC=C1[C@]2(C)CC[C@@]2(C)C3C[C@](C)(C(=O)O)CC[C@@]3(C)CC[C@@]12C (stereo partly specified) | ?
CCCCC/C=C\C/C=C\C/C=C\C=C\[C@H](CCCC(=O)O)OO | 23%[59 µM]
CCCCC/C=C\C=C\[C@H](CCCCCCCC(=O)O)OO | 7%[59 µM]
